# Assay outcomes (PubChem)
# CHO-K1 Ca antag: nonselective inhibitor or artifact in parental CHO-K1 cells | ATP-induced calcium, Fluo-8 fluorescence | inhibition, % at 3 µM | 360,000 tested, 0.6% active;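 active means inhibition above a per-plate cutoff, the plate's mean sample inhibition plus 3 SD, cut at about 24% in these data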;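 further: 0% = DMSO plus EC80 ATP and 100% = DMSO alone without ATP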
# M1 ag parental: M1 agonist counterscreen hit in parental CHO-K1 cells; Fluo-8 calcium fluorescence; scaled to maximal ATP response, vehicle zero; activation, % at 3 µM; 360,000 tested, 0.48% active; in the data active means activation above about 15%;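 further: untransfected CHO-K1 host cells lacking M1 receptor as counterscreen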
# V1aR counter: activates human V1a receptor in oxytocin agonist counter-screen; CHO-V1R cells, Fluo-8 calcium fluorescence, agonist mode; 0% DMSO, 100% 3 nM vasopressin; activation, % at 3 µM; 320,000 tested, 0.25% active; AID 2797;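 active means activation above the mean activation of all tested compounds plus 3 SD, per screening run, cut at about 20% in these data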;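 further: signal is peak over basal fluorescence ratio across a 100 second FLIPR read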
# Target sequence (P37288 whole entry, looked up): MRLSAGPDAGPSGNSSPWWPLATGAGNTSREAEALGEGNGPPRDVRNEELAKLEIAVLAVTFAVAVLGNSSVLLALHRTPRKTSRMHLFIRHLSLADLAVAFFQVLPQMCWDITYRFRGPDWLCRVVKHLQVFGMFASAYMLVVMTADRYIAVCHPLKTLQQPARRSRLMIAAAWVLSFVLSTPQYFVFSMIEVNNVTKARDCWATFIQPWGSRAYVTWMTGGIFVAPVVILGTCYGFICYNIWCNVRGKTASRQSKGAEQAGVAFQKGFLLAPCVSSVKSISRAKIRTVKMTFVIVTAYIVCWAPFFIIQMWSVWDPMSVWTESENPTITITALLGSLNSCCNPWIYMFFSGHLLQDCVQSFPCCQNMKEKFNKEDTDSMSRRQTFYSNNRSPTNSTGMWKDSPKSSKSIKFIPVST
# TAAR1 antag: antagonists of human TAAR1; Q96RJ0; CHO RD-HGA16 TAAR1, Fluo-8 calcium fluorescence, antagonist; inhibition, % at 3 µM; 360,000 tested, 1.5% active; AID 624466;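 active means inhibition above a per-plate cutoff, the mean inhibition of test compounds on that plate plus 3 SD, cut at about 49% in these data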;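 further: 0% = DMSO plus EC80 beta-PEA response and 100% = DMSO alone without agonist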
# Target sequence (Q96RJ0 whole entry, looked up): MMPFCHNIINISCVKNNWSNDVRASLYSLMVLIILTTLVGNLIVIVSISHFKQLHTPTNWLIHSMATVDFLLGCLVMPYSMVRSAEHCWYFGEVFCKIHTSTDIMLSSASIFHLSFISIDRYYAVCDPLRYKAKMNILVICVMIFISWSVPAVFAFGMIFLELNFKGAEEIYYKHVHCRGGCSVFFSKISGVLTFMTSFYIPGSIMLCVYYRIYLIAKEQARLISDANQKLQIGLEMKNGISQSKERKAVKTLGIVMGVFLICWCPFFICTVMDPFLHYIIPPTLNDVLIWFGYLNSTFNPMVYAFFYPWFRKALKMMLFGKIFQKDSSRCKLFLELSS
#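 Test system: CHO RD-HGA16 cells bearing hTAAR1 | Reagent: β-PEA, EC80 | Compound dosing: 3 µM, single point | Schedule: Dye loading 75 min at 37 °C, then 30 min room temperature | Signal: Calcium fluorescence with Fluo-8 | Evaluation: Percent inhibition of PEA-evoked calcium signal, max/basal emission ratio | Control set: DMSO-only wells and EC80 β-PEA-stimulated wells | Repeats: Singlicate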
# OXTR potentiator: human OXTR potentiation | P30559 | CHO-OTR cells, Fluo-8 calcium fluorescence, potentiator mode; 0% = oxytocin EC15, 100% = EC100 | activation, % at 3 µM | 320,000 tested, 0.061% active | AID 2445;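 active means activation above that plate's cutoff, the mean activation of tested compounds plus 3 SD, cut at about 6.6% in these data, passing the limit was not always enough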;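 further: 100% uses oxytocin at 75 nM as the full agonist control; some results filed as inactive read as strong as hits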
#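 Measured by – Fluo-8 calcium dye fluorescence · Test system – human OTR in CHO cells · Dosing – one concentration, 3.0 µM compound · Controls – EC15 oxytocin alone as 0%, 75 nM oxytocin as 100% · Evaluation – normalized max/min fluorescence ratio, % activation · Timing – 6 min pre-incubation, 100 s read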
# CHO-K1 Ca PAM: counter-screen for M1 PAMs: effect in parental CHO-K1 cells. activation, % at 3 µM. 360,000 tested, 0.02% active. ATP EC20, Fluo-8 calcium fluorescence; 0% at ATP EC20, 100% at ATP max. AID 602247;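 active means activation above the run cutoff, the mean activation of all test compounds plus 3 SD, cut at about 40% in these data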;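 further: peak over basal fluorescence ratio in a 140 s read after ATP addition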
# GPR7 antagonist: antagonists of human GPR7 (neuropeptides B/W receptor 1) | AID 1861 | P48145 | inhibition, % at 4.4 µM | GPR7-expressing cells, fluorescence antagonist assay | 290,000 tested, 1.1% active; in the data active means inhibition above about 16%, passing the limit was not always enough;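 further: cells stimulated with the agonist NPW; 0% = agonist with vehicle and 100% = vehicle without agonist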
# Target sequence (P48145 whole entry, looked up): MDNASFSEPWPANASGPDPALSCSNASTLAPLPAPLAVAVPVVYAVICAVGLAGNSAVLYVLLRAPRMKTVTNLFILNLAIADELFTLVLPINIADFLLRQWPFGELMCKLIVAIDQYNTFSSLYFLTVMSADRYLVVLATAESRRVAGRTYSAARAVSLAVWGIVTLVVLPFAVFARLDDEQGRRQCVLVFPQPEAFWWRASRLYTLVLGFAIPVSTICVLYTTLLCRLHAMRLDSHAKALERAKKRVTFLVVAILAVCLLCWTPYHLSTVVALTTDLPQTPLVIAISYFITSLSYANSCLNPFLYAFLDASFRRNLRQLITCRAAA
# CHO parental Ca: counter-screen for OX1R antagonists: effect in parental CHO cells; parental CHO-K1, ATP-induced calcium, Fluo-8 fluorescence; inhibition, % at 5.6 µM; 330,000 tested, 0.63% active;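 active means inhibition above that plate's mean sample inhibition plus 3 SD, cut at about 26% in these data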;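 further: 0% = ATP-challenged DMSO wells and 100% = DMSO wells without ATP; some compounds past the cut are filed as inactive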
#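 Measured by: calcium-sensitive Fluo-8 fluorescence / Test system: CHO parental line / Controls: ATP-challenged DMSO wells low, unchallenged DMSO wells high / Measure: % inhibition / Compound: single nominal dose of 5.6 µM per compound / Replicates: single well per compound, no replicates / Reagent: ATP as calcium-mobilizing challenge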
# OXTR ag: activates the human oxytocin receptor; AID 2435; activation, % at 3 µM; CHO-OTR cells, Fluo-8 calcium fluorescence; normalized: DMSO 0%, oxytocin 100%; P30559; 320,000 tested, 0.32% active;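 active means activation above the mean of all tested compounds plus 3 SD, cutoff set per screening run, cut at about 20% in these data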;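 further: peak over basal fluorescence ratio from a 100 s FLIPR kinetic read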
# Numbers without * were called inactive; / = not tested or not shown.
SMILES,CHO-K1 Ca antag,M1 ag parental,V1aR counter,TAAR1 antag,OXTR potentiator,CHO-K1 Ca PAM,GPR7 antagonist,CHO parental Ca,OXTR ag
CCNc1nc(NCC)n2c(SCC(=O)Nc3ccc(C(F)(F)F)cc3[N+](=O)[O-])nnc2n1,14,3.1,0.1,-35,-6,8,7,-24,-0.7
Cc1csc(CNc2ncnc3ccc(-c4cccc(Cl)c4)cc23)c1,11,-0.5,1.2,8,-8,-23,/,-29,-1.2
Cc1cc2c(=O)n(CC(=O)N3CCN(c4ccc(F)cc4)CC3)cnc2s1,-6,-0.7,-0.3,-17,-14,10,0,-13,-0.2
CC(C)C(NS(=O)(=O)c1cccc(C(F)(F)F)c1)C(=O)O (stereo unspecified),-8,0.4,2.6,-17,-9,8,-9,-11,0.2
CCOc1ccc(S(=O)(=O)NCCN2CCOCC2)c2ccccc12,-8,0.3,3.4,-28,4,21,-6,-20,1.0
COc1cc(C(=O)NCCN2C(=O)S/C(=C\c3cccs3)C2=O)cc(OC)c1OC,3,5.8,0.4,41,-13,10,-8,-16,-1.3
Cc1cc(=O)oc2c1ccc1oc(/C(=N/O)c3ccccc3)c(C)c12,4,2.0,0.2,27,-19,-6,-1,-3,-2.4
Cc1cccc(C(=O)OCC(=O)NC(=O)NC2CCCCC2)c1,20,9.4,/,-19,/,-7,/,/,/
CC1CCCCN1S(=O)(=O)c1coc(C(N)=O)c1 (stereo unspecified),1,0.1,0.1,-6,1,1,-9,-12,0.1
C/C(=N/NC(=O)c1ccc(C)s1)c1cccc(NC(=O)c2ccoc2C)c1,6,0.0,-0.5,15,-13,-16,-13,1,1.5
CCOC(=O)/C(=N\Nc1ccccc1[N+](=O)[O-])c1csc(N)n1,-19,0.3,-1.3,-6,-8,12,-17,-14,-2.3
COc1ccc(OC)c(NC(=O)CSc2nn3c(=O)c(C)nnc3s2)c1,-11,1.8,2.2,-2,-1,21,-10,-4,-0.3
COCCNC(=O)c1cc(Br)ccc1Cl,-3,-0.1,0.2,-10,-3,17,0,-3,0.2
CCOC(=O)Cc1ccc(Nc2nc(NC)nc3ccsc23)cc1,9,2.2,/,-1,/,1,/,/,/
Cc1nc(CN(C)C(=O)c2ccccc2OC2CCN(S(C)(=O)=O)CC2)cs1,-5,0.2,-0.3,-2,0,4,2,-4,0.8
COc1cc(/C=C/C(=O)OCC(=O)c2ccc(S(=O)(=O)N3CCCCC3)cc2)cc(OC)c1OC,-5,0.2,/,0,/,-6,/,/,/
N#Cc1cc2ccccc2nc1SCc1cccnc1,-7,-0.5,-1.4,-15,-8,18,-2,-16,-1.5
Cc1cc(-n2cnnn2)cc(C)c1S(=O)(=O)N(C)c1ccccc1,-8,2.6,2.2,-1,-6,-3,-3,-2,-0.4
O=C(c1ccccc1)C1CC1c1ccccc1 (stereo unspecified),-2,-0.4,/,2,/,11,/,/,/
CCOC(=O)c1c(C)oc2cc(Cl)c(O)c(CN(C)C)c12,-9,0.2,0.1,-13,-2,13,-14,-3,1.1
COc1cc(/C=N/NC(=O)c2ccc(COc3ccccc3Cl)o2)cc(Br)c1O,15,2.3,-0.7,44,3,1,30*,6,1.7
COC(=O)c1ccc(COC(=O)[C@@H]2CC(O)CN2S(=O)(=O)c2ccccc2[N+](=O)[O-])cc1 (stereo partly specified),-10,13,7.1,32,-14,-17,/,-4,6.0
CNS(=O)(=O)c1ccc(NC(=O)c2ccc(Cl)cc2Cl)cc1,4,11,1.4,21,-12,12,-4,-13,0.1
O=[N+]([O-])c1cccnc1NCCc1c[nH]c2ccccc12,-3,4.3,-0.9,-4,-6,1,0,-19,-0.8
COCCNC(=S)N/N=C/c1c2ccccc2cc2ccccc12,-16,2.8,-0.2,29,-10,10,-14,-22,-1.2
SMILES,CHO-K1 Ca antag,M1 ag parental,V1aR counter,TAAR1 antag,OXTR potentiator,CHO-K1 Ca PAM,GPR7 antagonist,CHO parental Ca,OXTR ag
O=C(CSc1nnc(-c2ccccc2F)o1)OCc1ccccc1,-6,1.4,-0.2,-33,0,17,-7,-6,-0.3
O=C(C1=C(O)C(=O)N(Cc2ccco2)C1c1cccnc1)c1cc2ccccc2o1 (stereo unspecified),1,-0.1,-0.6,-17,-7,12,-10,7,-1.1
COC(=O)CCC(=O)Nc1cccc2ccccc12,12,-0.6,-0.7,14,-9,-7,-18,-1,0.2
CSCC[C@H](N)C(=O)NC[C@H]1O[C@@H](n2cnc3c(N)ncnc32)[C@H](O)[C@@H]1O,-5,0.2,/,9,/,12,/,-3,/
CCc1nccn1S(=O)(=O)c1ccccc1[N+](=O)[O-],10,-0.1,0.8,-3,-17,-20,8,-3,-0.9
CCOC(=O)C(Cc1ccccc1)c1ccnc2nc(N)nn12 (stereo unspecified),-13,0.3,0.4,8,-6,17,-8,3,0.1
ON=C1c2ccccc2-c2ccc(F)cc21,-8,-0.1,/,-13,/,3,/,/,/
CCCCCOC(=O)CCN1C(=O)/C(=C2\SC(=S)N(CCC(=O)OCCCCC)C2=O)SC1=S,6,0.0,0.1,-5,-7,-24,-6,2,1.2
COc1ccc(-c2cc(NC(C)=O)c3ncc(-c4ccccc4)n3c2)cc1OC,29*,0.8,/,17,/,-16,/,/,/
COc1ccc(C(=O)NC(=S)NCc2ccco2)cc1Br,-1,-0.2,0.8,-2,-12,3,-16,-18,-0.1
CCc1nnc(NC(=O)c2nc(S(=O)(=O)Cc3ccc(C)cc3)ncc2Cl)s1,-4,-0.1,0.0,0,-4,-10,-4,-5,-0.5
CCCCn1c(SCC(=O)Nc2ccc3c(c2)CCC3)nc2ccccc2c1=O,-4,0.1,0.2,-7,-3,13,-5,-12,-0.9
CCc1cc(-c2n[nH]c(=S)n2CC)cs1,-9,1.3,1.2,-4,2,25,-2,-4,-0.8
O=C(N/N=C/c1ccc(O)cc1O)c1ccc(CN2C(=O)c3cccc4cccc2c34)cc1,10,0.1,0.7,-4,-3,4,-8,9,1.4
O=C(CSCC(=O)NN=Cc1ccccc1)NN=Cc1ccccc1,16,-0.2,/,-12,/,-2,/,/,/
CCOC(=O)CN1C(=O)N[C@@H](CCc2ccccc2)C(C(=O)OC)=C1C,-20,0.3,1.6,-2,-5,15,/,-1,1.1
C#Cc1ccc(CN2CCC(N3CCC(C(=O)NCc4ccccn4)CC3)CC2)cc1,-10,0.3,-1.2,-10,-6,2,8,-17,-0.9
Cc1ccccc1NC(=O)Cc1nc(COC(=O)c2ccc(S(C)(=O)=O)c([N+](=O)[O-])c2)cs1,5,3.5,7.3,/,-8,-10,/,23,7.4
Cc1nnsc1C(=O)N1CCCC(N2CCN(c3ccc(F)cc3)CC2)C1 (stereo unspecified),7,0.1,0.9,-10,-1,-14,-5,-3,0.5
COC(=O)CSc1nnc(-c2ccccn2)n1Cc1ccco1,-5,0.4,0.1,0,-1,17,-2,-5,0.1
O=C(Nc1cccc(N2CCCC2)c1)c1cccs1,-12,0.3,-1.2,4,-7,21,-2,-9,-0.2
COc1ccc(S(=O)(=O)Nc2ccc3c(c2)C(=O)N([C@H](C)CO)C[C@H](C)[C@@H](CN(C)C(=O)NC2CCCCC2)O3)cc1,5,-0.2,1.6,-6,7,-3,/,-11,1.9
O=C(N/N=C(/c1ccccc1)c1ccncc1)c1ccc2c(c1)OCO2,-1,12,1.1,-2,-6,18,0,-8,0.0
COc1cc(C(=O)Nc2ccc3c(c2)C(=O)c2ccccc2C3=O)cc(OC)c1OC,-9,0.0,0.2,11,6,21,-7,-16,0.5
Cc1nonc1C(=O)N/N=C/c1ccc(O)c(O)c1,-17,0.4,-1.2,-7,-3,25,-1,-5,-1.0

# Only CHO parental Ca, for three of the compounds above:
SMILES	CHO parental Ca
COc1cc(C(=O)Nc2ccc3c(c2)C(=O)c2ccccc2C3=O)cc(OC)c1OC	-16
CCCCCOC(=O)CCN1C(=O)/C(=C2\SC(=S)N(CCC(=O)OCCCCC)C2=O)SC1=S	2
Cc1ccccc1NC(=O)Cc1nc(COC(=O)c2ccc(S(C)(=O)=O)c([N+](=O)[O-])c2)cs1	23

# (more compounds)
SMILES,CHO-K1 Ca antag,M1 ag parental,V1aR counter,TAAR1 antag,OXTR potentiator,CHO-K1 Ca PAM,GPR7 antagonist,CHO parental Ca,OXTR ag
COc1ccccc1N(CC(=O)Nc1ccc(S(=O)(=O)N2CCCCC2)cc1)S(C)(=O)=O,-6,2.9,3.9,10,-7,16,0,-9,2.3
O=C(CSc1nnc(CNc2ccc(F)cc2)n1Cc1ccco1)N1CCCC1,-6,0.7,0.1,8,-9,11,-8,-14,-0.9
CC(=O)N(CN1C(=O)c2ccc([N+](=O)[O-])cc2C1=O)c1cccc(C(=O)O)c1,4,-0.2,-0.2,-13,-3,7,-7,13,-0.4
O=C(NC1CC1)C1=C[C@@H](c2ccc3c(c2)OCO3)C[C@@H](OCCCCO)O1,-2,-0.4,-0.5,0,-6,2,/,-7,-0.9
CCOc1ccc(NC(=O)C2CCCN(S(=O)(=O)c3c(C)nn(C)c3C)C2)cc1 (stereo unspecified),0,2.2,1.8,-16,-5,-5,-15,-20,1.7
CC(C)n1c(CN(C)Cc2ccccc2)nc2c1c(=O)n(C)c(=O)n2C,/,/,9.4,31,-21,/,28,69*,12
CCCCCC(=O)Nc1ccc(-c2csc(N)n2)cc1,5,-0.8,-0.5,-53,-5,4,-4,10,0.0
COc1ccc(CNC(C)C23CC4CC(CC(C4)C2)C3)c(OC)c1OC (stereo unspecified),-3,1.8,5.4,0,-16,12,16,-18,2.5
O=C(COC(=O)CCSc1ccc(Cl)cc1)NCc1ccc(Cl)cc1,-2,1.9,1.4,-4,-6,10,-13,-16,-1.4
CCC(C)(CC(=O)N(C)CCC#N)c1ccccc1 (stereo unspecified),2,0.2,0.4,9,-3,3,-9,5,1.3
CC(=O)c1ccc(OCCCC(=O)Nc2ccc(Cl)c(S(=O)(=O)N3CCOCC3)c2)cc1,-10,11,/,16,/,-20,/,/,/
COc1cc(C(=O)Oc2ccccc2)ccc1OCc1c(C)noc1C,3,0.2,0.3,-4,-8,-4,-3,-3,-1.0
COc1ccc(C=O)cc1COc1ccc([N+](=O)[O-])c(C)c1,9,-0.2,0.4,9,-16,6,23*,-10,-2.3
COC(=O)C1CCCN1S(=O)(=O)c1ccc([N+](=O)[O-])cc1 (stereo unspecified),-11,0.8,1.2,3,-4,8,14,18,0.2
CCOC(=O)c1sc2nc(C)[nH]c(=O)c2c1C,-17,1.3,0.0,-26,-14,11,-8,-12,0.9
CCN(CC)c1ccc(NC(=O)CN2CCN(c3ccccn3)CC2)cc1,-2,-0.1,0.2,-6,4,-3,-7,-24,-0.3
NC(=S)NN=C1c2ccccc2-c2ccccc21,-13,1.3,3.0,3,-1,15,-25,-12,-0.5
